# CaV13 FRET inh = Primary screen for inhibitors of IQ motif and Ca2+-dependent inactivation inhibitor domain binding in CACNA1D, Förster resonance energy transfer in living cells, …; hit rate 0.098% among 340,000; AID 743397; inhibition, % at 12.3 µM; HEK cells, CFP/YFP FRET ICDI-IQ, plate reader, 10 min; percent FRET-ratio fall versus neutral wells;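 active = mean replicate inhibition of at least 30% and at least 1% of replicates passing that level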;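 also: 0% = median of the neutral control wells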
# HTR2A ag = mouse Htr2a agonists via beta-arrestin recruitment, primary screen, cell-based, luminescence. 5-hydroxytryptamine receptor 2A (Mus musculus), P35363. CHO-K1 mHTR2A beta-arrestin complementation; percent of 30 µM serotonin response. activation, % at 7.6 µM. hit rate 0.66% among 360,000. AID 624169, 2012;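 active = activation above a run cutoff, the mean activation of all tested compounds plus 3 SD, cut at about 14% in these data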;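 also: 0% = plate median of compound wells and 100% = 30 µM serotonin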
# Target sequence (P35363 whole entry, looked up): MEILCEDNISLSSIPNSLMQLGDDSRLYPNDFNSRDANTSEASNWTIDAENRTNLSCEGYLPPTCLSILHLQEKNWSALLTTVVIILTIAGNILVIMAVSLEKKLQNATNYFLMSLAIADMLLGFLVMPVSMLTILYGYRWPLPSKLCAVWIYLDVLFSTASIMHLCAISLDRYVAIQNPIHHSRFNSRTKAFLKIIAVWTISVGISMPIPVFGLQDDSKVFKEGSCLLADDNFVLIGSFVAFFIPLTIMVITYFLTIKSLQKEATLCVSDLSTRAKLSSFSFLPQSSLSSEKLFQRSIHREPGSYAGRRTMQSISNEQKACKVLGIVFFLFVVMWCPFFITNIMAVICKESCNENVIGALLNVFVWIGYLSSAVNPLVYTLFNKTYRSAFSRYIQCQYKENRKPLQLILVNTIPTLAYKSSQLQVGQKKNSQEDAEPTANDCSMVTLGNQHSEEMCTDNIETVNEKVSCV
# ABCB6 inh MLPCN = ABCB6 transporter inhibitors, primary screen, K562-ABCB6 cells, flow cytometry, MLPCN library; ATP-binding cassette sub-family B member 6 (Homo sapiens), Q9NP58; AID 602162, 2011; hit rate 0.19% among 360,000; K562-ABCB6 porphyrin accumulation, 1 h; stronger effect = lower value; fluorescence ratio to DMSO, % at 10 µM;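 active = fluorescence ratio to DMSO below 75%, the collection mean minus 3 SD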;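 also: signal is porphyrin accumulated inside mitochondria; 100% equals median channel fluorescence of DMSO control wells; lower ratio means ABCB6 inhibition with less porphyrin fluorescence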
# aDG glyco up = activators of alpha-DG glycosylation, primary screen, uHTS, Pro5-aDG cells, AlphaScreen; alpha-DG glycosylation AlphaScreen (IIH6); 0% Pro5, 100% B10-LARGE cell signal; activation, % at 10 µM; hit rate 0.22% among 360,000;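 active = activation of at least 8% versus controls, or a plate z-score of at least 8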;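 also: Pro5 are CHO cells carrying HIG-tagged alpha-DG that lacks glycosylation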
# Glyco luc inh = increase of ERlucT glycosylation luciferase signal, primary screen, N-linked glycosylation inhibitor project, D54 ERlucT cells, luminescence, set 2. D54 ERlucT glycosylation luciferase reporter, 24 h; percent of 100 nM tunicamycin response. reporter increase, % at 12.5 µM. hit rate 0.23% among 360,000;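 active = mean luciferase reporter signal, scaled so untreated is 0 and the glycosylation-blocking control 100, at or above a set limit in every replicate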;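 also: luciferase carries N-glycosylation sites so blocking glycosylation raises the light; 0% = median of neutral control wells and 100% = median of 100 nM tunicamycin wells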
# MC4R antagonist = MC4R antagonists of cAMP signaling, primary screen, cell-based, TR-FRET, antagonist arm of biased-ligand search. Melanocortin receptor 4 (Homo sapiens), P32245. MC4R-expressing cells, MTII-stimulated cAMP, LANCE TR-FRET. inhibition, % at 6.5 µM. hit rate 0.48% among 360,000. AID 540295, 2011;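 active = inhibition above its plate's cutoff, the mean of tested wells on that plate plus 3 SD, cut at about 29% in these data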;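 also: 0% = Melanotan II alone and 100% = Melanotan II plus saturating MCL0020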
# Target sequence (P32245 whole entry, looked up): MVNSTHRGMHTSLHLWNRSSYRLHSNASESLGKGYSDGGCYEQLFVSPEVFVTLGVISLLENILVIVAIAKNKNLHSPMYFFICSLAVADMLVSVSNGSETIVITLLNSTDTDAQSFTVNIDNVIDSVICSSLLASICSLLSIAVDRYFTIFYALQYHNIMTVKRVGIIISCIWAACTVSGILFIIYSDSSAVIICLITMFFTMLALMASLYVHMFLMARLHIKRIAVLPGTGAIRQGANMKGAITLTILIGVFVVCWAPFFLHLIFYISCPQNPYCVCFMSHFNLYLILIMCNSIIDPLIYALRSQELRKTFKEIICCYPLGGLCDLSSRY
#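 material = U2OS cells stably expressing human melanocortin 4 receptor (MC4R) | also added = Melanotan II challenge | dosing = single nominal compound dose of 6.5 µM | detection = TR-FRET with Eu-cAMP and labeled anti-cAMP, 671 nm | replication = singlicate | timing = compound 30 min, challenge 1 h, detection 1 h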
# PDI inh = inhibitors of human PDI, primary screen, biochemical, turbidity, single point, plate reader. Protein disulfide-isomerase (Homo sapiens), P07237. PDI insulin aggregation turbidity, A650, 90 min. inhibition, % at 10 µM. hit rate 0.052% among 350,000. AID 588391, 2011;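 active = mean inhibition across replicates of 30% or more, whatever share of single replicates reach that level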;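 also: absorbance from insulin aggregation driven by PDI reduction with DTT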
# Vif imaging = HIV Vif self-association inhibitors, primary screen, imaging, HEK293T, single point | HEK293T cells, Vif self-association by quenched fluorescence, 24 h | inhibition, % at 7.49 µM | hit rate 0.35% among 340,000 | AID 602346, 2012; in the data active = inhibition above about 50%, passing the limit was not always enough; also: some results filed as inactive read as strong as hits
# Cardio protect = cardioprotection against H2O2-induced cell death, primary screen, uHTS, H9c2 cells, ATPLite luminescence | H9c2 cardiomyocytes, H2O2 injury protection, 2 h | hit rate 0.63% among 360,000 | protection from H2O2 cell death, % at 20 µM | AID 588492, 2011;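 active = compounds giving at least 50% protection of heart cells from peroxide-induced death in the single-dose screen, raw or plate-pattern-corrected value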;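 also: 0% = DMSO wells with peroxide and 100% = DMSO wells without peroxide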
# MC4R ag barr = MC4R agonists recruiting beta-arrestin, primary screen, cell-based, luminescence, agonist arm of biased-ligand search. hit rate 0.98% among 360,000. U2OS MC4R beta-arrestin complementation; percent of melanotan II response, DMSO zero. activation, % at 8.9 µM;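 active = activation above a per-plate cutoff, the mean activation of sample wells on that plate plus 3 SD, cut at about 8% in these data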
# An asterisk follows results filed as active; / = no result given.
SMILES,CaV13 FRET inh,HTR2A ag,ABCB6 inh MLPCN,aDG glyco up,Glyco luc inh,MC4R antagonist,PDI inh,Vif imaging,Cardio protect,MC4R ag barr
CCN(C[C@H]1N[C@@](Cc2ccccc2)(C(=O)OC)[C@H]2C(=O)N(Cc3ccccc3)C(=O)[C@@H]12)S(=O)(=O)c1ccccc1,-6.1,-0.9,95.0,0.1,-4.3,0.6,-0.4,-6.2,17.9,-1.8
COc1ccc(CCN2C(=O)c3ccccc3C2c2nnnn2C(C)C)cc1OC (stereo not drawn),-7.3,-2.5,97.0,-0.2,/,/,/,/,/,/
CC(C)(C)c1ccc(OCc2ccc(C(=O)N/N=C/c3ccc([N+](=O)[O-])cc3)o2)cc1,/,-1.5,91.0,0.5,2.7,11.0,7.5,-30.2,1.9,9.1*
CCCC(C(=O)Nc1ccc(S(=O)(=O)Nc2ncccn2)cc1)c1ccccc1 (stereo not drawn),/,7.0,102.0,-0.1,5.3,7.2,3.3,9.2,3.8,-3.1
CC1N=C2c3ccccc3N=C(SCc3cc(=O)n4cc(Cl)ccc4n3)N2C1=O (stereo not drawn),/,2.4,96.0,-0.3,/,-3.9,3.2,/,16.5,-1.9
COc1cc(/C=N/Nc2ccc(F)cc2F)cc(OC)c1OC,-3.3,1.9,96.0,0.0,-1.3,0.2,14.7,1.6,0.3,-0.8
CCN1CCN(c2ccc(NC(=O)COc3ccc([N+](=O)[O-])cc3)cc2)CC1,-6.3,-3.0,106.0,0.1,-2.4,1.1,-0.1,-9.5,13.1,-1.5
N/C(Cc1ccc([N+](=O)[O-])cc1)=N\OC(=O)c1ccc(Br)o1,-14.4,-2.3,93.0,0.0,3.4,0.1,1.4,-1.8,-11.7,0.7
Cc1nc(=O)c(-c2ccccc2)c(C)n1CCCCCC(=O)O,/,-2.6,105.0,-0.2,-0.4,-3.8,3.1,1.7,0.4,-0.6
C[C@@H]1CN([C@H](C)CO)C(=O)CCCn2nncc2CO[C@H]1CN(C)C(=O)Nc1ccc(N2CCCCC2)cc1,-2.5,1.6,100.0,-0.3,-1.7,19.4,-2.5,/,7.0,1.1
CCC(C)(C)NC(=O)CN(Cc1ccco1)C(=O)CCC(=O)Nc1nccs1,-2.7,10.9,100.0,0.0,4.2,5.6,-1.3,0.6,0.6,-0.4
O=C(Nc1ccn(CCCN2CCN(Cc3ccc(F)cc3)CC2)c(=O)n1)OCc1ccccc1,-4.9,-1.4,101.0,0.1,-2.5,-3.5,-11.4,-6.1,-4.2,-2.5
COc1ccc(-n2ncc3c(NCCN4CCOCC4)ncnc32)cc1,/,-1.1,97.0,0.0,-4.0,-2.1,24.2,10.4,1.5,0.1
CCN(CC)c1ccc(NC(=O)c2ccccn2)cc1S(=O)(=O)Nc1ccccc1OC,-6.4,7.6,100.0,0.1,-7.0,6.4,-4.0,9.4,-4.6,-0.2
CCn1ccnc1CNCc1cn(-c2cc(C)ccc2C)nc1-c1ccccc1,-17.7,-3.0,99.0,1.1,-1.5,2.2,-4.2,5.9,0.6,1.8
O=[N+]([O-])c1cccc(S(=O)(=O)N2CCC(c3nc(-c4ccncc4)no3)CC2)c1,-8.2,1.4,96.0,0.3,3.8,20.3,4.4,10.5,-6.9,-0.8
Cn1c(=O)c2c(SCC(=O)N3CCOCC3)nc(C3CC3)nc2n(C)c1=O,-3.6,-3.7,97.0,-0.2,1.5,3.2,/,1.1,6.2,-0.5
CCOc1ccc(C(=O)N(CN2CCCC2=O)c2cccc(Cl)c2)cc1,-6.6,-4.5,108.0,0.1,-2.2,6.7,11.5,0.6,4.9,0.5
CN1CCN(c2ncnc3c2ncn3[C@H]2CN(Cc3ccco3)C[C@@H](CO)O2)CC1,/,-1.9,104.0,0.0,0.4,11.1,-6.2,3.0,6.8,1.0
CC(=O)n1nc(-c2ccco2)nc1N,-4.5,1.5,93.0,2.7,1.4,6.9,-6.2,17.3,-4.0,-2.9
CC1CCN(C(=O)c2ccc(CSc3nc4ccncc4n3Cc3ccc(F)cc3)cc2)CC1,-3.3,0.6,98.0,0.0,-4.1,-8.0,/,/,-8.9,0.0
COc1cccc(CNC(=O)CSc2nnc3c(n2)[nH]c2ccccc23)c1,-2.1,-2.9,92.0,0.2,-1.4,-3.1,-9.8,0.4,0.3,-1.9
COc1ccc(CCNC(=O)NCCc2c[nH]c3ccccc23)cc1OC,-21.3,3.5,107.0,-0.2,-0.5,2.9,-2.5,/,-9.8,-0.8
COc1ccc(-n2nc([N+](=O)[O-])c(=NCc3ccco3)n2O)cc1,-2.6,-1.6,97.0,-0.2,2.1,2.4,-6.7,-5.7,7.8,-2.7
CN1CCN(C(=O)c2cc(Cl)ccc2Cl)CC1,/,1.4,99.0,0.0,1.7,5.1,-10.7,13.9,7.3,0.3
NC(c1csc(Nc2ccc(C(=O)c3ccccc3)cc2)n1)c1ccccc1Cl (stereo not drawn),-4.7,-1.8,95.0,1.7,-5.0,4.0,-9.4,-7.9,-13.7,2.8
C=CCOC(=O)C1=C[C@H](c2csc3ccccc23)[C@@H](CCCO)[C@H](OCC)O1,-9.3,2.7,96.0,0.3,-2.6,0.7,1.2,-6.4,3.9,0.3
CCc1ccc(C2=NN(CCC(=O)NCC3CCCO3)C(=O)CC2)cc1 (stereo not drawn),-2.3,0.1,101.0,0.1,1.0,-2.0,-3.7,1.8,-0.6,-3.9
O=C(Cc1csc(N2CCOCC2)n1)N/N=C/c1ccc(Cl)cc1Cl,-5.5,-2.1,100.0,0.4,0.1,-0.1,0.4,-19.3,-9.1,-1.6
COc1ccccc1Cn1c(C)c(C(=O)NCc2cccc(C)c2)sc1=O,0.1,-9.7,100.0,0.1,-6.8,5.5,3.5,-2.9,1.2,0.2
CC12CCC(C(=O)NCCN3CCCCC3)(CC1=O)C2(C)C (stereo not drawn),-9.1,5.0,99.0,0.0,-0.5,9.5,1.9,-4.1,8.5,-1.7
Cc1nn(CSc2c(F)c(F)c(F)c(F)c2F)c(C)c1[N+](=O)[O-],-5.8,2.0,103.0,0.9,-1.5,9.1,2.1,4.4,-9.0,3.6
CCN(CC)S(=O)(=O)c1ccc(N2CCOCC2)c(NS(=O)(=O)c2ccc(C)cc2)c1,-2.7,-0.8,94.0,-0.2,-0.2,-3.2,-2.5,-1.8,-4.4,-2.7
CC[C@]12c3[nH]c4ccc(OC)cc4c3CCN1C(=O)C(CC(=O)NCCCN(C)C)C[C@@H]2C(=O)N1CCN(C(=O)C2CC2)CC1 (stereo partly drawn),-9.2,-0.5,101.0,0.2,1.0,2.1,2.0,-1.4,-4.3,-2.4
Cc1ccc(NC(=O)CCC(=O)OCC(F)(F)C(F)F)cc1,-9.0,1.4,97.0,-0.2,1.2,5.2,-4.1,21.4,7.6,0.3
CC1=C(CC(=O)c2ccc(Cl)cc2)C(=O)c2ccccc2C1=O,-4.6,1.8,105.0,2.9,-10.4,-1.0,4.2,-2.6,-21.7,2.7
COCCNC(=O)C(OC(=O)c1ccco1)c1ccccc1OC (stereo not drawn),-8.6,-2.4,99.0,-0.1,0.4,3.5,-3.0,5.8,-1.4,-0.3
CCCC(c1nnnn1C(C)(C)C)N1CCN(c2ccccc2)CC1 (stereo not drawn),-0.5,-4.7,94.0,0.2,-3.5,-2.5,9.6,9.5,-3.1,-3.1
COc1ccc(OC)c(NC(=O)/C=C/c2ccc(S(=O)(=O)N3CCOCC3)cc2)c1,-2.3,-0.7,98.0,-0.3,1.0,-0.4,1.0,18.1,-8.0,-1.1
Cc1cccc(NC(=O)CS(=O)(=O)c2c[nH]c3ccccc23)c1C,-4.5,-0.8,94.0,0.0,1.1,1.9,-9.3,1.5,10.2,-1.7
C[C@H](N)c1nnc(SCc2c(Cl)cccc2Cl)o1,-3.9,4.6,86.0,0.1,-0.9,-2.1,9.0,7.2,0.1,-1.5
Cc1ccc(OC(C)C(=O)N(C)c2ccccc2)c([N+](=O)[O-])n1 (stereo not drawn),-5.8,3.7,100.0,0.0,1.9,9.2,-8.4,-8.3,-16.9,-2.3
COc1ccc(/C=C(\NC(=O)c2ccccc2)C(=O)NCc2cccnc2)cc1,-2.7,8.2,103.0,0.0,0.1,13.0,2.9,-8.7,1.9,1.1
O=C(Nc1cccc(-n2cnnn2)c1)c1cccc(Cl)c1,-11.0,-3.4,93.0,-0.1,-2.7,9.2,2.3,-3.7,-1.1,-3.1
O=S(=O)(c1ccccc1)N(CC1CO1)c1cc(Cl)ccc1Cl (stereo not drawn),-3.5,-11.8,101.0,0.0,0.0,14.5,-0.1,-15.2,-1.7,-0.3
O=C(CC1SC(=Nc2ccc(OC(F)F)cc2)N(CCN2CCOCC2)C1=O)Nc1ccccc1 (stereo not drawn),-6.4,2.7,97.0,0.0,11.7,6.1,5.8,-8.5,0.4,-2.3
O=C(c1ccoc1)N1CCN(c2cc(-c3ccccc3)nc3cc(-c4ccccc4)nn23)CC1,-5.8,3.4,95.0,0.4,-6.6,17.3,-8.5,2.1,-9.3,1.5
COc1ccc(S(=O)(=O)n2cccc2)cc1OC,-6.5,-5.7,101.0,0.0,1.3,-0.5,3.9,/,6.3,-3.7
COc1cc(-c2nc(CN(C)C(C)c3ccncn3)c(C)o2)ccc1F (stereo not drawn),-4.6,-2.1,101.0,-0.1,2.0,-1.9,-1.0,6.0,0.7,-1.2
Cc1ccc2c(Cl)cc(Cl)c(OCC(=O)NC(C)(C)C)c2n1,-18.4,3.0,90.0,-0.1,-1.9,-3.5,5.3,/,24.9,0.1
Cc1c(C=NNc2ccccc2)[nH]c(=O)[nH]c1=O,-5.1,2.8,110.0,0.0,17.2,-26.5,2.4,10.7,5.7,-0.5
CN(C)S(=O)(=O)c1ccc(Cl)c(C(=O)OCC(=O)c2ccco2)c1,-2.7,-0.4,101.0,-0.3,-1.2,14.4,-0.5,5.0,-6.6,0.5

# Screening results from PubChem.

# Rows are unselected. Share with any hit: about 3.6%.
